Pol beta inh = blocks human DNA polymerase beta activity. AID 485314. Pol beta primer extension/strand displacement, fluorescence kinetic. Potency, µM (titrated, usually from 114 µM), inactives show at the highest dose activity change, negative = inhibition, hits mostly inhibitors. P06746. actives 1.3% (n = 340,000); also: % is scaled to controls: 0 for no effect and ±100 for the full control effect
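Homogeneous kinetic assay of primer extension and strand displacement by 10 nM Pol beta, preincubated 15 min at room temperature with compound before 50 nM substrate (final) was added. Read at 0 and 10 min; four-parameter Hill fit.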
G9a inh = blocks human histone lysine methyltransferase G9a. Q96KQ7. G9a H3K9 monomethylation, AlphaScreen, 2 h. Potency, µM (titrated, usually from 102 µM), for inactives: top-dose activity, negative = inhibition, actives largely listed as inhibitors. actives 8.8% (n = 350,000). AID 504332; also: % is scaled to controls: 0 for no effect and ±100 for the full control effect; nearly all actives have a fitted effect of over 75% in size
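Compounds were preincubated with 20 nM G9a for 15 min, after which biotinylated H3K9 peptide (500 nM) and SAM (20 uM) started a 2 h room-temperature reaction. Monomethylated product was quantified by antibody-based AlphaScreen chemiluminescence.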
Pol iota inh = DNA polymerase iota (human) inhibition; Q9UNA4; Potency, µM (titrated, usually from 115 µM), without a hit: at the highest dose activity, negative = inhibition, most hits filed as inhibitors; Pol iota fluorescent replication assay, 10 min; actives 1% (n = 390,000)
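Pol iota at 10 nM preincubated 15 min with compounds at room temperature; reaction started with fluorescent substrate, 50 nM final. Fluorescence read kinetically at 0 and 10 min; buffer-only wells as negative control.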
Pol kappa inh = inhibitors of human DNA polymerase kappa; purified Pol kappa, fluorescent DNA synthesis assay, 10 min; AID 588579; Potency, µM (highest dose often 107 µM), for the others: at the top dose activity, negative = inhibition, usual class: inhibitors; actives 0.53% (n = 400,000); also: % is scaled to controls: 0 for no effect and ±100 for the full control effect
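Readout: fluorescence, taken kinetically at 0 and 10 min. Conditions: 10 nM Pol kappa, 15 min RT compound preincubation, 50 nM substrate final. Controls: enzyme-free buffer wells.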
BAZ2B block = inhibitors of human BAZ2B bromodomain. AlphaScreen BAZ2B-H3K14Ac peptide displacement. Potency, µM (series often up to 114 µM), inactives show top-dose activity change, negative = inhibition, most hits filed as inhibitors. actives 4.4% (n = 360,000). AID 504333; also: % is scaled to controls: 0 for no effect and ±100 for the full control effect; nearly all actives have a fitted effect of over 60% in size
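AlphaScreen displacement of biotin-H3(5-23)K14Ac peptide (50 nM final) from BAZ2B (50 nM final) in PBS pH 7.4, 0.01% Tween-20; complex preformed 30 min RT, then compounds (top 110 uM) 30 min RT, beads 20 min dark.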
POLH inh = blocks human DNA polymerase eta activity; actives 1.2% (n = 390,000); Q9Y253; AID 588591; recombinant Pol eta, fluorescent DNA replication assay; Potency, µM (highest dose often 114 µM), for inactives: at the top dose activity change, negative = inhibition, actives largely listed as inhibitors; also: % is scaled to controls: 0 for no effect and ±100 for the full control effect
Target sequence (Q9Y253 whole entry, looked up): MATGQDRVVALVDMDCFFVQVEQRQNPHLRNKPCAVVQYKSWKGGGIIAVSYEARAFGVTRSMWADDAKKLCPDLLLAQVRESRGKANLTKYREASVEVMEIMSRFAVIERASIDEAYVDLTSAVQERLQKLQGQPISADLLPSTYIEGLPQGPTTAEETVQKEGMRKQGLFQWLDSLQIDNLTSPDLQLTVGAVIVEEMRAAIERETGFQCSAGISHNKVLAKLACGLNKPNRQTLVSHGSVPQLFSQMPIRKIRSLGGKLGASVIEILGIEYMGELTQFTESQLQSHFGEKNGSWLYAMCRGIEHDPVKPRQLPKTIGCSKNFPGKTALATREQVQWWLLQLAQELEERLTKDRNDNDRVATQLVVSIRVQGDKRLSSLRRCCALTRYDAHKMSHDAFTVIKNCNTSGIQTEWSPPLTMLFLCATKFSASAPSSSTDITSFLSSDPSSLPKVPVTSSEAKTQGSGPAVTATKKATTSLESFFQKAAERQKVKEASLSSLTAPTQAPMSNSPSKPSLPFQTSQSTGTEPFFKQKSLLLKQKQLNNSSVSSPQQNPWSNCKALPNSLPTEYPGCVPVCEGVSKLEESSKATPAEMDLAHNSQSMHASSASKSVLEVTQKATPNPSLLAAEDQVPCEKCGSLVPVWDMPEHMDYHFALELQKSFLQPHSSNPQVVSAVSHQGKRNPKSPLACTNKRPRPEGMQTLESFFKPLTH
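Pol eta (10 nM) was preincubated with compounds for 15 min at room temperature, after which fluorescent replication substrate (50 nM final) was added to start the reaction. Fluorescence was read kinetically at 0 and 10 min.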
BLM inh = blocks DNA unwinding by human BLM helicase; Potency, µM (series often up to 56.1 µM), for inactives: at the highest dose activity change, negative = inhibition, hits mostly inhibitors; P54132; actives 0.2% (n = 350,000); recombinant BLM DNA unwinding, fluorescence dequenching; AID 2528;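 also: plate controls were vehicle for no effect and no enzyme for full effect; nearly all actives have a fitted effect of over 35% in size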
APE1 inh = inhibitors of human APE1 endonuclease; P27695; actives 0.35% (n = 350,000); Potency, µM (highest dose often 65.8 µM), inactives show at the highest dose activity change, negative = inhibition, most hits filed as inhibitors; recombinant APE1, TAMRA/BHQ-2 abasic DNA cleavage fluorescence; AID 2517;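 also: plate controls were vehicle for no effect and reference inhibitor for full effect; nearly all actives have a fitted effect of over 55% in size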
Target sequence (P27695 whole entry, looked up): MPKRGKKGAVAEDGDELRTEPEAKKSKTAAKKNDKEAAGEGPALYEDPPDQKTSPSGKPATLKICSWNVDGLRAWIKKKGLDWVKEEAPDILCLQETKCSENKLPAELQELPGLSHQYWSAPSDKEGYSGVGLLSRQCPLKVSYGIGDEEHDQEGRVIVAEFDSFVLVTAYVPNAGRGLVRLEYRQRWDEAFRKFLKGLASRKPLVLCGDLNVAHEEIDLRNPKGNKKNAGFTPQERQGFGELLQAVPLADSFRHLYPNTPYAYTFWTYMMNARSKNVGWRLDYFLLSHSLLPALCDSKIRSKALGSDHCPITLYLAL
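Kinetic fluorescence read (525 ex/598 em nm, three reads 60 s apart) of AP-site incision; signal = third minus first read. Enzyme 0.75 nM, dual-labelled THF duplex 50 nM, compound preincubation 15 min RT.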
JMJD2A Tudor = JMJD2A Tudor domain (human) inhibition | actives 4.4% (n = 390,000) | AlphaScreen JMJD2A-Tudor / H3K4me3 peptide binding | Potency, µM (top dose mostly 114 µM), for inactives: at the top dose activity change, negative = inhibition, actives largely listed as inhibitors | O75164; also: % is scaled to controls: 0 for no effect and ±100 for the full control effect; nearly all actives have a fitted effect of over 50% in size
* marks the source's active call; other numbers are inactive results; ? = inconclusive; · = not tested or not shown; & = joins results of further samples; [ ] = another dose, or the depositor's remark. Calls follow the shape of the dose curve; as a rule, active = well fitted curve in the direction sought with a large enough effect; inconclusive = small, poorly fitted or top-dose-only effect, or another doubt; inactive = no such curve, though single readings can be large; an effect the other way counts as inactive or inconclusive. Potency is read from the fitted curve at half-maximal effect.

Pol beta inh | G9a inh | Pol iota inh | Pol kappa inh | BAZ2B block | POLH inh | BLM inh | APE1 inh | JMJD2A Tudor | SMILES
· | · | 6% | -16% | · | 5% | · | · | -3% | O=C(O)C(Cc1ccc(OS(=O)(=O)Cc2ccccc2)cc1)NS(=O)(=O)Cc1ccccc1 (stereo not given)
-3% | 0%[59 µM] | 6% | -9% | 1% | 10% | -2% | -2% | -3% | O=C(COC(=O)c1ccc(S(=O)(=O)N2CCCC2)cc1)NCc1ccc(Cl)cc1
3% | -76%[59 µM] | -2% | -8%[60.1 µM] | 8% | -7% | 2% | 3% | -29% | Clc1ccc2c(c1)C(N1CCNCC1)=Nc1ccccc1O2
-17% | -3%[59 µM] | 25% | -13% | -2% | 1% | -3% | · | -16% | CCOc1ccc(NC(=O)c2noc3c2CSc2ccccc2-3)cc1
20% | 6% | -8% | -19% | ? | -16% | -2% | 12% | -8% | Nc1cc(-c2ccc(Cl)cc2)nn1-c1ccccc1
13%&-4% | 7%[59 µM] | -7%&13% | 0%&-4% | -5%&-22% | -5%&-2% | 0%&-4% | -3% | -9%&-14% | COc1ccc(CCN2C(=O)NC(NS(=O)(=O)c3ccc(NC(C)=O)cc3)(C(F)(F)F)C2=O)cc1OC (stereo not given)
9% | 58%[activator] | 3% | -12% | 35% | -21% | -15% | -5% | 35% | CCOC(=O)c1cc2sccc2n1Cc1ccc(C#N)cc1
-6% | -9%[59 µM] | 103%[activator] | -11% | 1% | 3% | -2% | 37%[12.4 µM] | -4% | COc1ccc(-n2c(SCC(=O)Nc3cccc(C(=O)O)c3)nnc2-c2ccco2)cc1

(more compounds)
Pol beta inh | G9a inh | Pol iota inh | Pol kappa inh | BAZ2B block | POLH inh | BLM inh | APE1 inh | JMJD2A Tudor | SMILES
1% | -3% | 34%[activator] | -6% | -2% | -19% | 0% | -2% | -4% | CCNC(=O)COc1ncnc2scc(-c3ccc(F)cc3)c12
2.5µM* | 2.2µM* | -99% | 20µM* | 2µM* | 3.5µM* | 2% | ? | 4µM* | COC(=O)c1ccccc1NC(=O)CCS(=O)(=O)c1ccc(Br)cc1
? | -1% | 6% | -12% | -3% | -5% | -2% | 9% | -6% | C/C(=N\NC(=O)c1ccn(C)n1)c1ccc(NC(=O)c2cccc(F)c2)cc1
3% | ? | · | · | 10% | · | 1% | -3% | · | Cc1c2c(nc3c(C(=O)NC4CCCCC4C)cnn13)CCCC2 (stereo not given)
8% | 6%[59 µM] | -1% | -8% | -3% | -13% | 1% | · | -20% | O=C(c1ccccc1Cl)N1CCCC(c2nc3c(nnn3Cc3ccc(F)cc3F)c(=O)[nH]2)C1 (stereo not given)
? | 44%[59 µM] | ? | ? | 22% | 89µM* | -8% | · | -32% | Cc1ccc(OCCSc2nc(-c3ccccc3C)nc3cc(=O)[nH]n23)cc1Cl
20% | -7% | -4% | 1% | 13% | -21% | 3% | 8% | 13% | CCOc1ncccc1C(=O)NCCc1ccc(OC)cc1
· | · | 28% | -15% | · | -11% | · | 2% | 16% | Cc1cccc(C(=O)OCC(=O)NC23CC4CC(CC(C4)C2)C3)c1O

(more compounds)
Pol beta inh | G9a inh | Pol iota inh | Pol kappa inh | BAZ2B block | POLH inh | BLM inh | APE1 inh | JMJD2A Tudor | SMILES
20% | -8% | 39%[activator] | -19% | -5% | -10% | -2% | 10% | 13% | CCC1CCCCN1C(=O)CSc1nnc(-c2ccc(Cl)cc2)o1 (stereo not given)
8% | · | 89%[activator] | -4% | -7% | -7% | -3% | -10% | -8% | CC1CCN(C(=O)c2ccc(N3C(=O)c4ccccc4C3=O)cc2)CC1
0% | -44% | 9% | 4% | -4% | 1% | -6% | -11% | -10% | Cc1cc(C)c(C)c(S(=O)(=O)Nc2ccccc2C(=O)NCCCN2CCOCC2)c1C
-1% | -10%[59 µM] | ? | 1% | -4% | -13% | 1% | 2% | 50µM* | COc1ccccc1-n1cnnc1SCC(=O)Nc1ncc(Cl)cc1Cl
-16% | ? | -11% | 0% | · | -1% | -14% | 0% | -8% | CCOC(=O)C1C(=O)CC(C)(O)C(C(=O)OCC)C1c1cccc(OC)c1 (stereo not given)
· | · | 8% | -4% | · | -12% | · | · | ? | O=c1cc(SCc2ccccc2)nc[nH]1
· | · | -7% | -2% | · | -12% | · | · | -8% | O=C(O)C(c1ccccc1)C1(O)CC2CCC1C2 (stereo not given)
-1% | 19%[59 µM] | -4% | -7% | 1% | -8% | -1% | -4% | -10% | Cc1cc(C)n(-c2nc3c(c(=O)[nH]c(=O)n3C)n2C)n1

Later entries
Pol beta inh | G9a inh | Pol iota inh | Pol kappa inh | BAZ2B block | POLH inh | BLM inh | APE1 inh | JMJD2A Tudor | SMILES
-1% | 13%[12.7 µM] | -5% | -6% | 4% | -16% | -11% | -3% | 10% | CCOc1cc(CNc2ccccc2)cc(Br)c1OCc1ccccc1F
· | -6%[12.7 µM] | -15% | 10% | 5% | -8% | · | 19% | -2% | CC(Oc1cccnc1[N+](=O)[O-])C(=O)Nc1ccc(Cl)cn1 (stereo not given)
· | -2%[0.501 µM] | · | 5%[60.1 µM] | · | · | 1% | 4% | · | Cc1nc2cnc(N(C)C)nc2n(CCc2ccccc2)c1=O
-13%&24% | 4%[59 µM] | 19%&11% | -24%&8% | 0%&4% | ? | -3%&3% | -9% | -4%&-12% | COc1ccc(CCNC(=O)c2nnc(Cc3ccc(Cl)cc3)o2)cc1OC
17% | -10%[12.7 µM] | 19% | -8% | -2% | -13% | -14% | -9% | -7% | CCc1nn(C(C)C(=O)Nc2cccc(C)c2C)c(=O)c2cc3occc3n12 (stereo not given)
3% | 31%[0.501 µM] | 35%[activator] | -8% | 5% | 2% | -2% | 0% | -8% | COc1ccc(CCNS(=O)(=O)c2ccc(Cl)s2)cc1OC
16% | -20% | 5% | -16% | 10% | -1% | -6% | 16% | -18% | O=C1c2ccccc2S(=O)(=O)N1CC(O)COc1ccc(Cl)cc1 (stereo not given)
? | 50µM* | -12% | 0% | -35% | -18% | 1% | 2% | ? | O=C(NCCCN1CCc2ccccc2C1)C1CCN(c2nnc(-n3cccc3)s2)CC1

A draw from above in order of molar mass, highest first:
Pol beta inh | G9a inh | Pol iota inh | Pol kappa inh | BAZ2B block | POLH inh | BLM inh | APE1 inh | JMJD2A Tudor | SMILES
? | 50µM* | -12% | 0% | -35% | -18% | 1% | 2% | ? | O=C(NCCCN1CCc2ccccc2C1)C1CCN(c2nnc(-n3cccc3)s2)CC1
-1% | 13%[12.7 µM] | -5% | -6% | 4% | -16% | -11% | -3% | 10% | CCOc1cc(CNc2ccccc2)cc(Br)c1OCc1ccccc1F
17% | -10%[12.7 µM] | 19% | -8% | -2% | -13% | -14% | -9% | -7% | CCc1nn(C(C)C(=O)Nc2cccc(C)c2C)c(=O)c2cc3occc3n12 (stereo not given)
16% | -20% | 5% | -16% | 10% | -1% | -6% | 16% | -18% | O=C1c2ccccc2S(=O)(=O)N1CC(O)COc1ccc(Cl)cc1 (stereo not given)
3% | 31%[0.501 µM] | 35%[activator] | -8% | 5% | 2% | -2% | 0% | -8% | COc1ccc(CCNS(=O)(=O)c2ccc(Cl)s2)cc1OC
· | -6%[12.7 µM] | -15% | 10% | 5% | -8% | · | 19% | -2% | CC(Oc1cccnc1[N+](=O)[O-])C(=O)Nc1ccc(Cl)cn1 (stereo not given)
· | -2%[0.501 µM] | · | 5%[60.1 µM] | · | · | 1% | 4% | · | Cc1nc2cnc(N(C)C)nc2n(CCc2ccccc2)c1=O
· | · | -7% | -2% | · | -12% | · | · | -8% | O=C(O)C(c1ccccc1)C1(O)CC2CCC1C2 (stereo not given)
· | · | 8% | -4% | · | -12% | · | · | ? | O=c1cc(SCc2ccccc2)nc[nH]1

Remaining list, next part:
Pol beta inh | G9a inh | Pol iota inh | Pol kappa inh | BAZ2B block | POLH inh | BLM inh | APE1 inh | JMJD2A Tudor | SMILES
? | 13µM* | 64%[activator] | -1% | ? | -24% | -3% | 3% | -19%[11.4 µM] | CN(C)C(=O)CSc1nc(-c2ccccc2)c(-c2ccccc2)o1
-20% | ? | 39%[activator] | -2% | -13% | -16% | -1% | · | -15% | Cc1cccc2nc(-c3cccnc3)c(Nc3ccc(C(C)C)cc3)n12
10% | -9%[59 µM] | 98%[activator] | -1% | 2% | -15% | -1% | 15%[12.4 µM] | -11% | Cc1ccc(C)c(N(CC(=O)NCCc2ccccc2)C(=O)CCC(=O)Nc2ccccn2)c1
0% | 20% | ? | -5% | 4% | -10% | -7% | 3% | -9% | O=S(=O)(c1ccccc1)N(CC1CO1)c1cccc2ccccc12 (stereo not given)
0% | -1%[0.501 µM] | 8% | -17% | 0% | 3% | -1% | 7% | -12% | O=C(O)CCNC(=O)/C(=C/c1ccco1)NC(=O)c1ccco1
16%&-16% | -37%[59 µM] | -5%&-17% | -14%&-10% | -3%&-18% | -10%&17% | -7%&-10% | -4% | -3%&-28% | Cc1ccc(OCC(=O)Nc2nnc(S(=O)(=O)N3CCCCCC3)s2)cc1
· | · | -11% | ? | · | -5% | -7%&-12% | -5%&-11% | -11% | O=c1[nH]c2cc(Cl)ccc2c(O)c1-c1cccc(Oc2ccccc2)c1
11% | ? | -22% | -15% | -1% | ? | -6% | 9% | -16% | CCN(CC)S(=O)(=O)c1ccc(C)c(NC(=O)/C=C/c2cccs2)c1

(list continues)
Pol beta inh | G9a inh | Pol iota inh | Pol kappa inh | BAZ2B block | POLH inh | BLM inh | APE1 inh | JMJD2A Tudor | SMILES
1% | ? | 19% | -2% | -4% | -13% | 1% | -3% | -17% | COc1ccc(OC)c(NC(=O)CCN2CCCCC2)c1
? | -4%[12.7 µM] | ? | ? | ? | 8.9µM* | -5% | ? | 35µM* | COc1cccc(NC(=O)COC(=O)c2ccc(S(=O)(=O)NCc3ccco3)cc2)c1
1% | · | 6% | 2% | 0% | -11% | -2% | 3% | 4% | CO/N=C/c1cccn1-c1nccc(N(C)C)c1C#N
12% | -9% | ? | -6% | -1% | -2% | -1% | -19% | -16% | COc1ccc(-c2nnc(SCC(=O)c3ccc(O)cc3O)o2)cc1

Only part of the results is shown; the hit share may differ from the screen's.
